High-throughput results: PubChem BioAssay, NCI
NCI-60 one-dose screen, 48 h, at 10 µM unless noted. Numbers give growth in % (100 = growth as untreated, 0 = no growth, -100 = all killed).
SF-295: SF-295 CNS cancer cells. AID 1794758. 79,000 tested, 5.6% active
U251: U251 CNS tumor cells; AID 1794753; 80,000 tested, 5.4% active
OVCAR-4: OVCAR-4 ovarian cancer cells | 80,000 tested, 3.7% active
DU-145: DU-145 prostate cancer; 81,000 tested, 4.2% active
OVCAR-8: OVCAR-8 ovarian cancer; 81,000 tested, 4.4% active; AID 1794782
OVCAR-5: OVCAR-5 ovarian cancer. AID 1794783. 82,000 tested, 2.9% active
SK-OV-3: SK-OV-3 ovarian cancer cells; 80,000 tested, 3.2% active; AID 1794785
PC-3: PC-3 prostate cancer cells; 80,000 tested, 3.9% active; AID 1794754
OVCAR-3: OVCAR-3 ovarian cancer; 79,000 tested, 7% active
Starred values were filed as active, the others as inactive; · = no result given; & = joins results of further samples. The calls were made as follows: active = growth percent below 10; inactive = the rest.

Structure	SF-295	U251	OVCAR-4	DU-145	OVCAR-8	OVCAR-5	SK-OV-3	PC-3	OVCAR-3
N#CCC1=NC(c2cccs2)=Nc2ccccc2S1	103	88	94	109	96	87	76	71	95
CCOC(=O)c1cc(C(=O)c2ccc(Br)cc2)n2ccc(OC)cc12	99	·	71	102	88	105	87	76	95
CC1CC2(c3ccccc3)N(CCc3cncn32)C1=O (stereo not given)	99	100	109	109	100	92	108	102	104
NS(=O)(=O)c1ccc(C(=O)N2N=C(c3ccccc3)CC2c2ccccc2)cc1 (stereo not given)	100	97	94	106	98	97	107	94	·
OCc1[nH]nc(-c2ccccc2)c1[C@@H](NCc1ccccc1)c1ccccc1	101	101	98	108	100	97	105	89	106
N#CCNc1ccc(C(=O)O)cc1	104	95	117	113	102	120	105	94	110
Cc1ccc(-n2c(C)c(-c3ccccc3)c(-c3ccccc3)c2C)cc1	·	80	77	94	80	85	112	51	68
O=C(O)CNC(CO)(CO)CO	105	103	121	114	102	114	98	94	113
COc1cc(C=O)ccc1Oc1nc(NCCO)nc(N2CCOCC2)n1	99	102	114	110	104	107	106	101	114
CC1=Nc2cnc(Nc3ccc(OCCN4CCOCC4)cc3)nc2Nc2ccccc21	91	82	64	62	70	68	85	68	92
CCCCCCCCCCCCc1ccc(C(=O)/C=C/C(=O)O)cc1	80	80	71	90	67	94	99	83	47
c1ccc(Nc2ncc3c(n2)-c2cn(-c4ccccc4)cc2CC3)cc1	84	94	78	87	92	85	87	70	100
CCCCOCc1cc(CN2CCN(C)CC2)c(O)c2ncccc12	58	28	31	64	27	73	42	34	24
CCCCCCCCCCCCCCCC(=O)Nc1ccn(C=C=CCO)c(=O)n1	98	97	99	101	78	97	98	77	102
Clc1ccc2cc(-c3nc4ccccc4[nH]3)c(Cl)nc2c1	99	100	94	101	104	102	94	85	97
CC(=O)Nc1cccc(C(=O)O)c1	102	99	112	110	102	104	97	100	110
CCOC(=O)Nc1ccc2c3c(cccc13)-c1ccccc1-2	27	34	48	66	·	64	63	50	-20*
C=C(C)C(=O)N(C)c1cccc(-c2ccccc2)c1C	98	105	108	108	109	100	104	99	117
CCC(C)(O)CCC(C)(O)CC (stereo not given)	102	104	111	105	102	114	99	99	107
CC(C)(C)n1nnnc1C(NC12CC3CC(CC(C3)C1)C2)c1c2ccccc2cc2ccccc12 (stereo not given)	76	88	92	95	95	109	123	77	98
COc1ccc(-c2nc(SCCC(C)C)nc(NC3CC3)c2C#N)cc1	85&88	96&92	98&89	102&99	95&91	96&86	100&73	105&74	121&108
CCCC/C=C/[C@@H]1C[C@H]1CCO	98	101	107	116	100	89	92	95	109
COc1ccc(-c2cc(-c3cccn3C)c(C#N)c(=O)n2Cc2ccccc2)cc1OC	106	109	103	121	104	82	108	103	127
Cc1nn(-c2ccc(Cl)cc2)c2ncnc(N/N=C/c3ccccc3)c12	96	73	42	84	98	99	91	75	63
Cn1ncc2c(Nc3ccc([N+](=O)[O-])cc3)nc(Cl)nc21	115	89	78	101	108	90	110	·	96
COc1cccc(C(=O)Nc2nc3ccc(Cl)cc3s2)c1	68	88	·	104	99	109	91	78	100
N=C(N)SCc1cccc2ccccc12	86	84	72	99	83	100	96	85	97
Cc1ccc2[nH]cc(-c3nc(-c4c[nH]c5ncccc45)cs3)c2c1	56	48	·	29	87	103	73	55	82
CC1=C(NCCN2CCOCC2)C(=O)c2c(OCc3ccccc3)cccc2C1=O	103	95	95	103	88	104	96	90	108
CC(=O)CCSc1ccc(OC(C)=O)cc1	105	95	107	108	97	111	101	84	104
CC1=NNC(=O)CC1	116&133	99&102	101&110	110&105	110&96	103&100	108&119	100&91	105&108
Nc1c(I)c(I)c(S(=O)(=O)O)c(I)c1I	109	103	105	106	107	107	108	95	106

An excerpt from above in order of molar mass, high to low:
Structure	SF-295	U251	OVCAR-4	DU-145	OVCAR-8	OVCAR-5	SK-OV-3	PC-3	OVCAR-3
COc1ccc(-c2cc(-c3cccn3C)c(C#N)c(=O)n2Cc2ccccc2)cc1OC	106	109	103	121	104	82	108	103	127
CCCCCCCCCCCCCCCC(=O)Nc1ccn(C=C=CCO)c(=O)n1	98	97	99	101	78	97	98	77	102
NS(=O)(=O)c1ccc(C(=O)N2N=C(c3ccccc3)CC2c2ccccc2)cc1 (stereo not given)	100	97	94	106	98	97	107	94	·
CCOC(=O)c1cc(C(=O)c2ccc(Br)cc2)n2ccc(OC)cc12	99	·	71	102	88	105	87	76	95
COc1cc(C=O)ccc1Oc1nc(NCCO)nc(N2CCOCC2)n1	99	102	114	110	104	107	106	101	114
OCc1[nH]nc(-c2ccccc2)c1[C@@H](NCc1ccccc1)c1ccccc1	101	101	98	108	100	97	105	89	106
CCCCOCc1cc(CN2CCN(C)CC2)c(O)c2ncccc12	58	28	31	64	27	73	42	34	24
Cc1ccc(-n2c(C)c(-c3ccccc3)c(-c3ccccc3)c2C)cc1	·	80	77	94	80	85	112	51	68
Cc1ccc2[nH]cc(-c3nc(-c4c[nH]c5ncccc45)cs3)c2c1	56	48	·	29	87	103	73	55	82
CCOC(=O)Nc1ccc2c3c(cccc13)-c1ccccc1-2	27	34	48	66	·	64	63	50	-20*
N#CCC1=NC(c2cccs2)=Nc2ccccc2S1	103	88	94	109	96	87	76	71	95
CC1CC2(c3ccccc3)N(CCc3cncn32)C1=O (stereo not given)	99	100	109	109	100	92	108	102	104
C=C(C)C(=O)N(C)c1cccc(-c2ccccc2)c1C	98	105	108	108	109	100	104	99	117
CC(=O)CCSc1ccc(OC(C)=O)cc1	105	95	107	108	97	111	101	84	104
N=C(N)SCc1cccc2ccccc12	86	84	72	99	83	100	96	85	97
O=C(O)CNC(CO)(CO)CO	105	103	121	114	102	114	98	94	113
N#CCNc1ccc(C(=O)O)cc1	104	95	117	113	102	120	105	94	110
CCCC/C=C/[C@@H]1C[C@H]1CCO	98	101	107	116	100	89	92	95	109
CC1=NNC(=O)CC1	116&133	99&102	101&110	110&105	110&96	103&100	108&119	100&91	105&108

The list goes on:
Structure	SF-295	U251	OVCAR-4	DU-145	OVCAR-8	OVCAR-5	SK-OV-3	PC-3	OVCAR-3
Cc1cnc(C(=O)NNc2nc3cc(F)ccc3n3c(C(=O)N4CC5CC(C4)N5)ccc23)cn1	11	23	38	49	20	49	26	47	50
NC(=O)c1cccc(-n2ccc3cc(NC(=O)c4ccc(Cl)c(Cl)c4)ccc32)n1	85	77	88	104	83	103	124	92	107
Cc1ccc(-c2cc3nc(N(C)C)nc(-c4ccco4)n3n2)cc1	75	90	88	93	48	93	62	79	98
O=c1c2cccc3c(N4CCCC4)ccc(c32)c2nc3ccccc3n12	60	65	79	78	66	106	79	68	98
O=C(NCCNc1cc(-c2cn(-c3ccccc3)nc2-c2cccc(O)c2)ccn1)Nc1cccc(C(F)(F)F)c1	75	76	99	105	95	90	114	74	·
Cc1ccc(-c2n[nH]c(=O)c3noc(-c4ccc(C)cc4)c23)cc1	49	28	59	25	43	66	21	28	-13*
COc1ccc(-c2nc(SCCC(C)C)nc(N/N=C\c3ccc(Cl)cc3)c2C#N)cc1	56	27	56	87	53	93	60	77	·
Cc1ccc2c(n1)C(=O)C(Cl)=C(Nc1ccc(C)c(C)c1)C2=O	45	72	-29*	6.2*	67	92	99	45	-21*
CN1CCN(CCCNc2nccc(-c3c(-c4ccc(F)c(O)c4)nc4sccn34)n2)S1(=O)=O	101	106	133	98	96	131	92	87	116
CC(C)=CCC1=C(O)[C@]2(CC=C(C)C)C[C@@H](CC=C(C)C)C(C)(C)[C@](C(=O)c3ccccc3)(C1=O)C2=O	95	93	78	108	104	85	97	69	105
N/C(=N\c1nc2ccccc2s1)NC(=O)Nc1ccc(Br)cc1	95	95	84	105	96	104	96	78	98
C(=N\Nc1nc2ccccc2s1)/c1cccc2ccccc12	113	88	103	118	98	110	91	62	93
C#CC(C)(CC)NC(=O)c1cc(-c2ccc3c(c2)OCO3)on1 (stereo not given)	96	104	110	99	103	96	112	102	111
CC1CCc2c(sc3nc(SCC(=O)c4cccc(Br)c4)n(-c4ccccc4)c(=O)c23)C1 (stereo not given)	47	-26*	31	20	19	48	58	57	56
COc1ccc2c(c1)/C(=C/c1c(-c3cc(OC)c(OC)c(OC)c3Br)nc3sc(C)cn13)C(=O)N2	102	92	89	105	89	99	109	73	·
CCCC(CCC)C(=O)O	107	102	107	106	96	·	119	99	132
O=c1cc(CO)oc(C(c2cn(-c3ccc(Cl)cc3)nc2-c2ccc(O)cc2)c2oc(CO)cc(=O)c2O)c1O	98	100	103	105	100	107	110	98	106
COc1ccc(-c2[nH]ncc2-c2ccncc2)cc1Cl	76	78	95	82	33	84	78	101	103
O=C1c2ccccc2C(=O)N1CN1CCOCC1	76	101	113	103	125	103	115	472	104
CN(C)c1ccc(C(=O)C(=O)c2ccccc2)cc1	100	92	101	104	106	93	101	93	107
NC(=O)C(O)C(Br)(Br)Br (stereo not given)	95	99	93	120	99	100	92	102	116
CN(C)c1ccc(C(=C2C=CC(=[N+](C)C)C=C2)c2c(O)c(S(=O)(=O)O)cc3cc(S(=O)(=O)O)ccc23)cc1	100	107	108	118	104	100	99	92	105
CC1CCN(C(=O)CCCl)c2ccccc21 (stereo not given)	160	102	103	113	97	129	112	103	115
CCn1cc(C2NC(=O)c3cc(F)ccc3N2)c2cccc(Cl)c21 (stereo not given)	10	-14*	39	12	-36*	36	28	22	6.8*
Fc1cccc(Cl)c1-c1nnc(CN2C=NC3C(N4CCOCC4)=NC=NC32)o1 (stereo not given)	102	100	104	118	102	100	·	102	112
OCCN(CCO)c1cc2c3ccccc3ccc2c2ccccc12	114	75	80	99	86	77	97	63	116
COc1ccc(S(=O)(=O)NCCNc2nccc(-n3ccc4cccnc43)n2)cc1	94	103	100	100	103	99	101	92	104
Cc1ccc(C2C3CC4CCCCC4N3[C@@]3(C(=O)Nc4cc(Cl)ccc43)C2C(=O)c2nc3ccccc3[nH]2)cc1 (stereo not given in full)	28	38	31	64	57	49	78	25	33
CC(=O)[C@@H]1CC[C@]2(CO)CC[C@]3(C)[C@H](CC[C@@H]4[C@@]5(C)CCCNC(C)(C)[C@@H]5CC[C@]43C)[C@@H]12	105	108	101	101	105	102	122	86	97
O=C(Nc1ncc(Cc2cc(C(F)(F)F)ccc2Cl)s1)c1ccc2nnsc2c1	50	67	57	71	75	85	73	44	67
Cc1ccc(C2SCC(=O)N2NC(=O)c2[nH]c3ccc(F)cc3c2-c2ccccc2)cc1 (stereo not given)	92	81	80	106	92	100	107	60	92
C#CCOC(=O)[C@H](CC)[C@H]1CC[C@H](C)[C@H]([C@@H](C)[C@H](O)[C@H](C)C(=O)[C@H](CC)C2O[C@]3(C=CC(=O)[C@]4(CC[C@@](C)([C@H]5CC[C@](O)(CC)[C@H](C)O5)O4)O3)[C@H](C)C[C@@H]2C)O1 (stereo not given in full)	94	63	41	89	78	111	95	35	55
CN1C[C@]2(NC(=S)N(Cc3ccccc3)C2=O)[C@]2(C1)C(=O)NC1C=CC(Cl)=C[C@H]12 (stereo not given in full)	104	88	108	101	94	108	94	57	107
Cn1c2ccc(Br)cc2c2c3c(c4c5ccccc5ccc4c21)C(=O)NC3=O	102	104	110	100	116	102	120	114	118
COCCOCCOCc1n(Cc2ccc3ccccc3n2)c2ccccc2[n+]1Cc1ccc2ccccc2n1	52	11	15	35	20	41	21	14	7.5*
Cn1cnc([N+](=O)[O-])c1N1c2ccncc2Sc2ccncc21	87	89	179	108	83	100	92	93	93
